JNK3 inh – inhibitors of human JNK3 kinase | P53779 | purified JNK3 kinase activity, HTS | inhibition, % at 8 µM | 60,000 compounds, 0.61% hits; in the data active = inhibition above about 17%;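 also: 0% = DMSO and 100% = reference inhibitor; many of its hits are not listed in these tables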
RORa activator – activates the human nuclear receptor RORA; CHO-K1 Gal4-RORA LBD luciferase reporter, luminescence; percent increase over mock-subtracted basal signal; 65,000 compounds, 1.5% hits; activation, % at 10 µM;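 active = activation above the mean of all tested compounds plus 3 SD, cut at about 49% in these data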;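 also: 0% = DMSO-treated RORA cells and 100% = added signal equal to DMSO minus mock-transfected cells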
Target sequence (P35398 whole entry, looked up, the tested form may be a part): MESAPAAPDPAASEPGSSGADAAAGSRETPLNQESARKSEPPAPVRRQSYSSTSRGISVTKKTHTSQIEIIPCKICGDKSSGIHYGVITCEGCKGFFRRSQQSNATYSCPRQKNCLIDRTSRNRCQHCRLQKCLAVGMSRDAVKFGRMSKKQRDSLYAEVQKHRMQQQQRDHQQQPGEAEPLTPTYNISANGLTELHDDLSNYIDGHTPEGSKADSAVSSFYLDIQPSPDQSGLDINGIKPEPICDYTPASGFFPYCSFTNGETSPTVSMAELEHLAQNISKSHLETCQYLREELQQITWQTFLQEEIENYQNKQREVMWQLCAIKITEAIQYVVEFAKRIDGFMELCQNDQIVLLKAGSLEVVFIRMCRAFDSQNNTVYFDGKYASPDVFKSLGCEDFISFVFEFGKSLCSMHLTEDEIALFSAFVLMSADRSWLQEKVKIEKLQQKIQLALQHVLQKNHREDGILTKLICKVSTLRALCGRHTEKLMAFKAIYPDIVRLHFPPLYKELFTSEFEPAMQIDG
AP complement – alternative pathway complement inhibition, orthogonal assay. Human serum alternative complement pathway, LPS-coated ELISA, C3 deposition; tested in compound mixtures. inhibition, % at 5 µM. 62,000 compounds, 0.08% hits. AID 1235;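 active = inhibition above 30% in each of the two pooled mixtures holding the compound, so the lower value exceeds 30%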;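 also: 0% = serum in Mg-EGTA without compound and 100% = EDTA serum blank; some compounds past the cut are filed as inactive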
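Assay system: Human serum alternative complement pathway, C3 deposition on LPS-coated wells | Incubation: 1 h serum-compound exposure at 37 °C | Doses: 5 µM per compound in ten-compound mixtures | Read-out: Percent inhibition | Technique: ELISA with HRP anti-human C3 antibody, TMB substrate, absorbance 450 nm | Replication: Two pool placements per compound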
CatB inh – inhibitors of human cathepsin B; P07858; purified cathepsin B, fluorogenic substrate, fluorescence; inhibition, %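 (tested at 10 µM)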; 63,000 compounds, 0.1% hits; AID 453; in the data active = inhibition above about 21%;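 also: 0% = enzyme with no compound and 100% = no enzyme blank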
CatB mix inh – human cathepsin B inhibition by mixtures; P07858; Purified cathepsin B, AMC dipeptide fluorescence, compound mixtures; inhibition, %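 (ten-compound pools at 5 µM per compound and 50 µM total)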; 62,000 compounds, 0.06% hits; AID 488; in the data active = inhibition above about 22%, passing the limit was not always enough;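 also: 0% = enzyme without compound and 100% = no enzyme blank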
PKA inh – inhibitors of human protein kinase A; PKA Kemptide phosphorylation, Kinase-Glo ATP luminescence; inhibition, % at 6 µM; P17612; 65,000 compounds, 0.1% hits;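 active = inhibition above the screen-wide mean inhibition plus 3 SD, cut at about 21% in these data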; also: many of its hits are not listed in these tables
ROCK2 blocker – blocks human Rho kinase 2 activity | O75116 | purified ROCK2, Kinase-Glo ATP depletion luminescence | inhibition, % at 6 µM | 60,000 compounds, 0.35% hits | AID 604;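 active = inhibition above the screen-wide mean inhibition plus 3 SD, cut at about 18% in these data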;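 also: plate controls were DMSO wells for no effect and Y-27632 control wells after no-enzyme background subtraction for full effect; many of its hits are not listed in these tables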
CatS inh – inhibitors of human cathepsin S; P25774; recombinant cathepsin S, AMC dipeptide fluorescence, pooled mixtures; inhibition, %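 (tested at 5 µM per compound within 10-compound mixtures)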; 62,000 compounds, 0.06% hits; in the data active = inhibition above about 32%, passing the limit was not always enough;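 also: 0% = enzyme without compound and 100% = blank without enzyme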
Target sequence (P25774 115-331 limits assumed): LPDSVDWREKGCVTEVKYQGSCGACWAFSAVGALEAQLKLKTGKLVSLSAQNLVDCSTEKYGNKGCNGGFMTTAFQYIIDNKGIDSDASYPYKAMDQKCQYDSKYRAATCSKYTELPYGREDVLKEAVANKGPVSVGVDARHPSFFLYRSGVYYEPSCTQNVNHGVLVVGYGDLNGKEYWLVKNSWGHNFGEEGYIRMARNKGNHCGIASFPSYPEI
E coli RNAP – Escherichia coli RNA polymerase inhibition; 62,000 compounds, 0.2% hits; inhibition, %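 (tested at 10 µM)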; AID 559; P0A8V2; E. coli RNA polymerase, fluorescence transcription assay; in the data active = inhibition above about 20%;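 also: 0% = enzyme without compound and 100% = no enzyme blank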
* = called active by the depositor; . = no result given. An excerpt; rates above refer to the full screens.

SMILES | JNK3 inh | RORa activator | AP complement | CatB inh | CatB mix inh | PKA inh | ROCK2 blocker | CatS inh | E coli RNAP
O=c1[nH]c2ccccc2c2nc3ccccn3c12 | 47* | 11 | 10 | -3 | 2 | -5 | -1 | 10 | 3
Cc1ccc(NC(=O)CSc2nnc(CSc3nc(C)cc(C)n3)n2Cc2ccco2)c(C)c1 | 1 | -15 | -13 | 7 | 45 | 7 | 2 | . | 2
N#Cc1nc(-c2ccc(OCc3ccccc3)cc2)oc1NCc1ccco1 | 3 | -2 | 5 | -2 | 1 | 9 | 2 | -1 | 2
Nn1c(SCc2cccc3ccccc23)nnc1-c1ccco1 | -3 | -20 | 9 | -1 | 3 | -1 | -1 | -6 | 5
O=C(CCN1C(=O)c2ccccc2S1(=O)=O)NCc1ccco1 | -2 | -2 | 3 | 0 | 2 | 7 | 1 | -4 | 4
O=C(CN1C(=O)C2C3C=CC(C3)C2C1=O)NCCc1ccccc1 (stereo not given) | 3 | -12 | 2 | -2 | 4 | 0 | 1 | 7 | 4
Cc1nc2nc(C)c(CCC(=O)NCCCN3CCN(c4cccc(Cl)c4)CC3)c(C)n2n1 | 6 | -7 | 3 | -2 | 0 | 1 | 3 | -3 | 6
O=C(Cn1nc(-c2ccc3c(c2)OCCO3)ccc1=O)Nc1ccc(N2CCOCC2)cc1 | . | -7 | 2 | 2 | 4 | 2 | . | -2 | 5
COc1cccc(/C(O)=C2/C(=O)C(=O)N(Cc3ccco3)C2c2ccncc2)c1 (stereo not given) | . | -8 | 14 | 3 | 2 | 8 | . | -3 | 9
O=C(NC1(C(F)(F)F)NC(=O)N(Cc2ccco2)C1=O)c1cccs1 (stereo not given) | -4 | 0 | 5 | 1 | 3 | 4 | 6 | -2 | 7
Cc1cc(N2CCN(C(c3ccccc3)c3ccccc3)CC2)n2ncnc2n1 | 0 | -7 | 5 | 6 | 6 | 5 | 5 | 0 | 9
CCCCC(=O)Nc1ccc(NC(=O)C2CC2)nc1 | -2 | -2 | 10 | 0 | -11 | -2 | -4 | -5 | 8
Cc1c(O)c(CN2CCCC(C)C2)cc2c3c(c(=O)oc12)CCC3 (stereo not given) | -4 | -8 | -1 | -10 | -4 | 4 | 8 | 2 | -51
Cc1cc2cc(CN(CCN3CCOCC3)C(=O)Nc3ccccc3F)c(=O)[nH]c2cc1C | -5 | -21 | 12 | 3 | 0 | 6 | 3 | -10 | 5
O=C1Nc2ccccc2C12OCCO2 | -2 | 12 | 9 | 3 | 6 | 3 | 2 | 0 | 4
O=C(c1cccc(F)c1)N1CCCC(C(=O)N2CCCC2)C1 (stereo not given) | 35* | 0 | 6 | 2 | 2 | 10 | 4 | -3 | 7
CCOC(=O)c1c(C)nn(Cc2cccc(Cl)c2)c1N | -2 | 7 | 6 | 6 | 1 | 7 | 3 | 3 | 2
Cc1cc(C(=O)CSCc2nnc3n(CCC(C)C)c(=O)c4ccccc4n23)c(C)n1C | -1 | -3 | 15 | -5 | 3 | 6 | 1 | 1 | 2
CCCSc1nc(N2CCOCC2)c2c(c1C#N)CCCC2 | -2 | -7 | . | 2 | . | 7 | 6 | . | 10
CCCCOC(=O)c1[nH]c(C)c(C(=O)OC)c1C | 2 | 30 | . | 4 | . | 4 | 6 | . | .
CCS(=O)(=O)NCCc1cc2ccc(C)cc2[nH]c1=O | 3 | -23 | -1 | 2 | 4 | -3 | 2 | 8 | 7
CC1(C(=O)Nc2nccs2)Cc2ccccc2C(=O)O1 (stereo not given) | 1 | -17 | 2 | -2 | 0 | 10 | 7 | 13 | 6
CCOc1ccc(NS(=O)(=O)c2cc(Cl)ccc2OC)cc1 | -1 | 16 | 10 | -1 | -2 | 4 | 4 | -2 | -3
O=C(Nc1nc(-c2ccccc2)cs1)C1CCCO1 (stereo not given) | . | 16 | 17 | 4 | -1 | 6 | . | -11 | 8
Cc1nc2sccn2c1-c1csc(NCc2ccccc2)n1 | -9 | -63 | 3 | -1 | 3 | 6 | 5 | 0 | 7
Cc1nc(N2CCN(Cc3ccc4c(c3)OCO4)CC2)c2oc3ccccc3c2n1 | . | 17 | 26 | 1 | 0 | 4 | . | 11 | -5
Cc1noc(NS(=O)(=O)c2ccc(NC(=O)CSc3nc4c(cc3C#N)CCC4)cc2)c1C | 3 | -14 | -2 | -2 | -6 | 5 | 0 | -5 | 0
COc1cc2nc(=S)n3[nH]c(CCn4nc(C)cc4C)nc3c2cc1OC | -1 | -48 | 12 | -2 | 5 | 1 | 0 | 7 | 9
O=S(=O)(c1ccc2c(c1)OCCCO2)N1CCNCC1 | -1 | -7 | 16 | 5 | -2 | 6 | 7 | -12 | 6
N#Cc1c2c(c(N3CCN(CCO)CC3)n3c1nc1ccccc13)CCCC2 | 0 | -19 | 10 | 8 | 3 | -3 | 0 | -3 | 8
CCOC(=O)CSc1nnc([C@H](Cc2ccccc2)NC(=O)OC(C)(C)C)o1 | 0 | 6 | 5 | 5 | 7 | -8 | -3 | 14 | 7
COC(=O)c1ccc(N2C(=O)CC(Sc3n[nH]c(C)n3)C2=O)cc1 (stereo not given) | -5 | -2 | 0 | 2 | 4 | -2 | -6 | 15 | 6
Cc1ccc2oc(=O)c3cnn(CC(=O)NCCc4ccsc4)c3c2c1 | 1 | 20 | 9 | -1 | 4 | -2 | 4 | 3 | 2
Cc1oc(-c2ccccc2F)nc1CS(=O)(=O)CC(=O)NCCN(C)C1CCCCC1 | 1 | -2 | 12 | 0 | 1 | 1 | 2 | -2 | 8
CC(C)N=C(NC#N)SCc1ccccc1F | -3 | 0 | 7 | -2 | 0 | 2 | -2 | 13 | 0
CC(C)Cn1c(N)c(C(=O)NCCN2CCOCC2)c2nc3ccccc3nc21 | -3 | 13 | 3 | -8 | -5 | 0 | 0 | 3 | -21

Random excerpt: two records from the list.
SMILES | JNK3 inh | RORa activator | AP complement | CatB inh | CatB mix inh | PKA inh | ROCK2 blocker | CatS inh | E coli RNAP
Cc1cc2cc(CN(CCN3CCOCC3)C(=O)Nc3ccccc3F)c(=O)[nH]c2cc1C | -5 | -21 | 12 | 3 | 0 | 6 | 3 | -10 | 5
O=C1Nc2ccccc2C12OCCO2 | -2 | 12 | 9 | 3 | 6 | 3 | 2 | 0 | 4

Continuation.
SMILES | JNK3 inh | RORa activator | AP complement | CatB inh | CatB mix inh | PKA inh | ROCK2 blocker | CatS inh | E coli RNAP
CCN(CC)CCN(CC)Cc1ccccc1Br | 3 | -12 | 4 | 0 | -3 | -1 | 0 | 9 | .
Cc1cc(=O)[nH]c(SCC(=O)NCCOc2ccccc2)n1 | -1 | -21 | 15 | -3 | 7 | -2 | -1 | 0 | 3
CCc1ccc2[nH]c(=O)c(CN(Cc3ccc(OC)cc3)Cc3nnnn3CCOC)cc2c1 | -7 | -8 | 15 | 0 | -3 | 4 | 4 | 2 | 6
CCOC(=O)CCNC(=O)c1ccccc1Br | -6 | 14 | -1 | 3 | 0 | -4 | 0 | 11 | 6
O=C(NCC(F)(F)F)N1CCOCC1 | -4 | -19 | -5 | 3 | -4 | -1 | -10 | 3 | 8
Cc1cc(Br)ccc1NC(=O)CNC(=O)CN1C(=O)NC2(CCCCCC2)C1=O | -5 | 4 | -2 | 6 | 4 | 6 | 0 | 4 | 5
CSCCC(NS(=O)(=O)c1ccc2c(c1)OCCO2)C(=O)NCCc1ccccn1 (stereo not given) | 7 | -6 | 13 | 1 | 7 | 5 | 6 | -16 | 6
COc1ccc(-n2c(NC(=O)c3ccco3)c(C#N)c3nc4ccccc4nc32)cc1 | 9 | 13 | 18 | 7 | 8 | 8 | 4 | 8 | 6
COc1ccc(N=c2oc3c(OC)cccc3cc2C(=O)NCc2ccco2)c(OC)c1 | -1 | 9 | 2 | 0 | -2 | -1 | 0 | 2 | 0
CCC(C)NC(=O)CN(c1cc(C)ccc1OC)S(C)(=O)=O (stereo not given) | -9 | 2 | -5 | 0 | -20 | 8 | 3 | -32 | 3
CCCOc1cccc(C2/C(=C(/O)c3ccncc3)C(=O)C(=O)N2CCCN(C)C)c1 (stereo not given) | 2 | -10 | 14 | 1 | 1 | 2 | 5 | -3 | 11
C=CCSC1=C(C#N)C(c2ccccc2Cl)CC(=O)N1 (stereo not given) | 0 | -18 | 13 | -3 | -3 | 3 | 3 | -7 | -7
CCn1c2ccccc2c2nnc(SCC(=O)NCc3cccs3)nc21 | . | -14 | 0 | 1 | 1 | 9 | . | 1 | 5
CC1=CC(C#N)(C#N)C(C#N)(C#N)C(c2ccccc2)N1 (stereo not given) | 0 | -1 | 22 | 0 | 6 | 1 | -1 | -1 | 7
CC(=O)c1cccc(NS(=O)(=O)c2c(C)noc2C)c1 | -6 | 9 | 0 | 9 | 5 | 2 | -4 | 17 | 4
Cn1c(=O)[nH]c(=O)c2c1nc(N1CCOCC1)n2CCCSc1ncccn1 | -3 | 20 | 1 | 2 | 7 | -2 | 2 | 15 | 14
Cc1ccc(-n2ncc3c(=O)n(CC#N)cnc32)cc1 | -2 | 7 | 7 | 2 | 3 | 12 | 7 | -1 | 7
CNC(=O)c1sc2nc(-c3ccc(OC)cc3)cn2c1C | -8 | 62* | -5 | 6 | 7 | 6 | 2 | 14 | 5
Cc1cc(C)c2nc(SCC(=O)N3CCCCC3)c(C#N)cc2c1 | -6 | -19 | 8 | 0 | -3 | -1 | 4 | 2 | 4
CC(=O)NCc1nc2ccccc2n1Cc1ccccc1F | . | 6 | 10 | 2 | 5 | -4 | . | 4 | 9
CCOC(=O)c1oc2ccccc2c1CN1CCN(C(=O)c2ccccc2)CC1 | -4 | -19 | 9 | -2 | 2 | 4 | 0 | -2 | 6
CCOC(=O)c1nnn(-c2nonc2N)c1COc1cc(C)c(Cl)c(C)c1 | 3 | -20 | 12 | 0 | 2 | 9 | 5 | -4 | 2
O=C(CSc1nc2ccccc2s1)NCCCN1CCOCC1 | -6 | 0 | -17 | 2 | 0 | 13 | 4 | -1 | 3
O=C(C(Cc1ccccc1)n1cccc1)N1CCN(C2CCCCC2)CC1 (stereo not given) | 2 | 28 | 15 | -2 | 3 | 4 | 7 | -4 | -1

Whole records, looked up by structure.
`O=C(c1cccc(F)c1)N1CCCC(C(=O)N2CCCC2)C1` (stereo not given) in the list: JNK3 inh: 35*; RORa activator: 0; AP complement: 6; CatB inh: 2; CatB mix inh: 2; PKA inh: 10; ROCK2 blocker: 4; CatS inh: -3; E coli RNAP: 7
`Cc1ccc(-n2ncc3c(=O)n(CC#N)cnc32)cc1` in the list: JNK3 inh: -2; RORa activator: 7; AP complement: 7; CatB inh: 2; CatB mix inh: 3; PKA inh: 12; ROCK2 blocker: 7; CatS inh: -1; E coli RNAP: 7
`O=C(NC1(C(F)(F)F)NC(=O)N(Cc2ccco2)C1=O)c1cccs1` (stereo not given) in the list: JNK3 inh: -4; RORa activator: 0; AP complement: 5; CatB inh: 1; CatB mix inh: 3; PKA inh: 4; ROCK2 blocker: 6; CatS inh: -2; E coli RNAP: 7

(next part)
SMILES | JNK3 inh | RORa activator | AP complement | CatB inh | CatB mix inh | PKA inh | ROCK2 blocker | CatS inh | E coli RNAP
CNC(=O)C1CCCN1S(=O)(=O)c1ccc(OC)cc1 (stereo not given) | 8 | 2 | -3 | 3 | 2 | 11 | 7 | -1 | 0
CCn1c(CSc2nccn2C)nc2cc(C(=O)O)ccc21 | -10 | -1 | 14 | -1 | 0 | 1 | -3 | -10 | 2
COc1ccc(-c2nc(SC)n(S(=O)(=O)c3ccccc3)n2)cc1 | 3 | 38 | -7 | 4 | 3 | 7 | 3 | 9 | -11
CC1(C)CC(=O)C(C=NCCc2ccc(O)cc2)=C(O)C1 | -9 | -3 | 26 | . | -1 | 5 | 6 | -9 | .
Cc1ccc(C(=O)CCC(=O)Nc2cccnc2)cc1C | 11 | -24 | 0 | 2 | 15 | -1 | 3 | 21 | 11
C=C(C)c1cccc(C(C)(C)NC(=O)Nc2ccc3[nH]c(=O)[nH]c3c2)c1 | -5 | -4 | 16 | 3 | 6 | 1 | -2 | -5 | 0

Source: PubChem (several laboratories)
